SIAE inh = human SIAE inhibitors, primary screen, biochemical, fluorescence polarization, FP-Rh probe, 1536-well HTS; inhibition, % at 9.66 µM; actives 0.69% (n = 370,000); SIAE FP-Rh probe binding; AID 1053197, 2014;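 active = inhibition above a cutoff: mean of compounds within the control limits plus 3 SD of those, cut at about 17% in these data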;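 also: 0% = plate median of compound wells and 100% = probe without SIAE protein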
ADAM10 inh = human ADAM10 inhibitors, primary screen, biochemical, QFRET, HTS | recombinant ADAM10, EDANS/DABCYL FRET peptide cleavage, 3 h | Disintegrin and metalloproteinase domain-containing protein 10 (Homo sapiens), O14672 | inhibition, % at 7 µM | AID 720582, 2013 | actives 0.62% (n = 370,000);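 active = inhibition above a per-campaign cutoff equal to the mean of compounds falling between control-based bounds plus 3 SD, cut at about 20% in these data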;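 also: 0% = DMSO wells while the 100% control is not disclosed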
ADAM17 inh = ADAM17 inhibitors, primary screen, biochemical, QFRET; Disintegrin and metalloproteinase domain-containing protein 17 (Homo sapiens), P78536; recombinant ADAM17, EDANS/DABCYL FRET peptide cleavage; inhibition, % at 6.95 µM; actives 0.83% (n = 370,000);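 active = inhibition above the mean of compounds lying between control limits plus 3 SD, set per campaign, cut at about 8.5% in these data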;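 also: 0% = DMSO-only wells as the low control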
Tn6 DDE FP = inhibitors of Tn6 peptide binding to fibrin DD(E), primary screen, biochemical, fluorescence polarization, human fibrin, Tn6 probe; Fibrinogen beta chain (Homo sapiens), P02675; Fibrin DD(E) TRITC-Tn6 fluorescence polarization displacement; inhibition, % at 8.3 µM; actives 0.21% (n = 370,000); AID 720509, 2013;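 active = inhibition above a per-campaign cutoff: mean of compounds within control limits plus 3 SD, cut at about 15% in these data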;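 also: 0% = median of all compound wells on the plate and 100% = blocking peptide control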
ARFGAP1 inhibitor = inhibitors of rat ARFGAP1 GAP activity, primary screen, biochemical, fluorescence polarization, GDP tracer | Arfgap1-stimulated ARF1 GTP hydrolysis, GDP FP detection | inhibition, % at 16.5 µM | actives 0.26% (n = 360,000);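 active = inhibition above a per-plate limit, mean inhibition of low control wells plus 3 SD, cut at about 25% in these data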;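 also: 0% = DMSO wells with enzyme and 100% = wells lacking Arfgap1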
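Material – truncated rat Arfgap1 GAP domain · Buffer or medium – HEPES-based buffer, pH 7.5 · Reagent – human ARF1(Δ1-17)-GTP substrate · Dosing – 16.5 µM single point, 1.26% DMSO · Schedule – GTP hydrolysis reaction 2 h at 25 °C · Technique – GDP detection by fluorescence polarization · Benchmarks – No-Arfgap1 wells (100%) versus DMSO full-reaction wells (0%) · Repeats – single replicate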
ASAP1 inh = inhibitors of human ASAP1 ArfGAP activity, primary screen, biochemical, fluorescence polarization. AID 624377, 2012. actives 0.19% (n = 360,000). inhibition, % at 16.5 µM. Arf-GAP with SH3 domain, ANK repeat and PH domain-containing protein 1 (Homo sapiens), …. ASAP1-stimulated ARF1 GTP hydrolysis, GDP FP detection; in the data active = inhibition above about 25%;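 also: 0% = vehicle with enzyme and substrate and 100% = no enzyme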
PLC-beta3 inh = human PLC-beta3 inhibitors, primary screen, biochemical, fluorescence | 1-phosphatidylinositol 4,5-bisphosphate phosphodiesterase beta-3 (Homo sapiens), Q01970 | Purified PLC-beta3, fluorogenic substrate | inhibition, % at 12.2 µM | actives 0.18% (n = 370,000) | AID 720704, 2013; in the data active = inhibition above about 11%;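 also: 0% = median of compound wells on plate and 100% = full blocker control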
PLC-gamma1 inh = PLC-gamma1 enzyme inhibitors, primary screen, biochemical, fluorescence, purified enzyme | inhibition, % at 12.2 µM | fluorogenic substrate | actives 0.84% (n = 370,000) | 1-phosphatidylinositol 4,5-bisphosphate phosphodiesterase gamma-1 (Homo sapiens), P19174; in the data active = inhibition above about 9.5%
Target sequence (P19174 whole entry, looked up): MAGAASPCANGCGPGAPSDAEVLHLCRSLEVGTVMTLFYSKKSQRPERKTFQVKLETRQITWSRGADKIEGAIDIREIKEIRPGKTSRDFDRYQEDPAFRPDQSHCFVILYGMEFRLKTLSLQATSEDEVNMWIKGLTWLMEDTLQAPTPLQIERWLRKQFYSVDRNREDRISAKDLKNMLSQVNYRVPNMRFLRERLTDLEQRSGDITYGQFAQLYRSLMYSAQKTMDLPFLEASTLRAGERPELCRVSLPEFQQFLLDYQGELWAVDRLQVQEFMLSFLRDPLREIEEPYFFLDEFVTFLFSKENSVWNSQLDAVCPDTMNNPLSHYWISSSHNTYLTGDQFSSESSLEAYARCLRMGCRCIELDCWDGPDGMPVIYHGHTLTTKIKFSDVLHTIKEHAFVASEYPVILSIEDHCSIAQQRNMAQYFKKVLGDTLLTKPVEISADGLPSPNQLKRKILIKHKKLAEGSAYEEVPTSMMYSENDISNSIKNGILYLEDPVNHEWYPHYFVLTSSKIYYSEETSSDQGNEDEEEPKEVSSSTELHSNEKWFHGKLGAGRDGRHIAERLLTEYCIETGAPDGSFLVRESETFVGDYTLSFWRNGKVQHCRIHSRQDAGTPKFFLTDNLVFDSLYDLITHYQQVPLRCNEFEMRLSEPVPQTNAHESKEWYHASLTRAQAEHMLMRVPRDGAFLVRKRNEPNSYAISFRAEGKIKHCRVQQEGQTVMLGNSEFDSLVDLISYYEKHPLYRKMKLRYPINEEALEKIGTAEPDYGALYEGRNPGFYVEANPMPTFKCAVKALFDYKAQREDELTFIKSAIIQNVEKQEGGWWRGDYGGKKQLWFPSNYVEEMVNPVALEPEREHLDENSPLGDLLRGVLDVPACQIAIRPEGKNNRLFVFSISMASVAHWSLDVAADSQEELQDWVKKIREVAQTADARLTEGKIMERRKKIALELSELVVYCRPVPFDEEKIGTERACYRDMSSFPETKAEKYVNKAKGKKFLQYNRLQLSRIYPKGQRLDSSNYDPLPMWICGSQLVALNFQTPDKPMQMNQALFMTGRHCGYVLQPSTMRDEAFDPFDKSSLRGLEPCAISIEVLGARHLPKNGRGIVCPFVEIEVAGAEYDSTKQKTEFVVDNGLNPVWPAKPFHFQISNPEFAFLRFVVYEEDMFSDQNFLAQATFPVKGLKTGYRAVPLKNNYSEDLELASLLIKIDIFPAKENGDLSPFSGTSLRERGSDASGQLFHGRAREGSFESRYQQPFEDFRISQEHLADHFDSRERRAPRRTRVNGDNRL
DDE Tn7 FP inh = inhibitors of Tn7 peptide binding to fibrin DD(E), primary screen, biochemical, fluorescence polarization, human fibrin, Tn7 probe. actives 0.13% (n = 370,000). inhibition, % at 8.3 µM. FP displacement of FITC-Tn7 peptide from fibrin DD(E); 0% = median of compound wells per plate. AID 720508, 2013;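 active = inhibition above the mean of compounds falling within the control limits plus 3 SD of them, cut at about 14% in these data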;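 also: 0% = plate median of compound wells and 100% = 10 µM Aha-Tn7 peptide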
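System: human fibrin DD(E); quantity: Fibrin-DD(E) at 2 µM final; also added: fluorescent Tn7 probe at 0.1 µM; compound dosing: single nominal test concentration of 8.3 µM per compound; schedule: 10 min preincubation, 3 h with tracer, room temperature; detection: fluorescence polarization of the labelled Tn7 tracer; repeats: one replicate per compound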
TDP2 absorb = human TDP2 enzyme inhibitors, primary screen, biochemical, epi absorbance, recombinant enzyme; inhibition, % at 12.8 µM; T5PNP hydrolysis, p-nitrophenol absorbance 415 nm; AID 720702, 2013; actives 0.34% (n = 370,000);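 active = inhibition above the mean of all tested compounds plus 3 SD, set per campaign, cut at about 25% in these data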;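 also: 0% = DMSO with enzyme and 100% = buffer with substrate but no TDP2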
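Test system: human TDP2 enzyme; Input: 120 nM TDP2 per well; Buffer or medium: Mg2+-containing Tris-HCl buffer, pH 7.5; Reagent: 5 mM T5PNP; Dosing: 12.8 µM single point, 1% DMSO; Incubation: reaction 2 h, 37 °C; Detection: p-Nitrophenol epi absorbance; Read-out: % inhibition relative to enzyme-containing and enzyme-free wells; Replicates: single well per compound.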
An asterisk follows results filed as active; i = inactive; x = not tested or not shown.

SIAE inh,ADAM10 inh,ADAM17 inh,Tn6 DDE FP,ARFGAP1 inhibitor,ASAP1 inh,PLC-beta3 inh,PLC-gamma1 inh,DDE Tn7 FP inh,TDP2 absorb,Structure
5,10,5,0,-17,-10,3,8,6,-8,Cc1ccc(NC(=O)CNc2cccc(S(=O)(=O)N3CCCCC3)c2)cc1F
-17,-7,-1,-13,10,5,-16,-11,-8,-4,O=c1oc(CCO)cc2ccc(-c3ccc4[nH]ccc4c3)cc12
-14,11,11*,-3,-13,-10,-60,-52,-10,-4,COc1ccc(/C=C/C(=O)c2cc(F)ccc2OC(=O)c2ccccc2)cc1OC
1,16,4,-1,-13,12,-12,-11,0,-1,CN(C(=O)CSc1nc(-c2ccccc2)cn1N)C(c1ccccc1)c1ccccc1
-4,1,1,-9,10,9,-3,2,-5,-7,COc1ccccc1OCCNC(=O)C(c1ccccc1)c1ccccc1
-2,3,1,2,6,6,-2,-1,-5,-5,COc1cc(C(O)P(=O)(OCCC(C)C)c2ccc(N(C)C)cc2)cc(OC)c1OC (stereo not drawn)
-1,3,-1,-2,-8,3,2,2,5,9,CC(=O)Nc1ccc(S(=O)(=O)NC2(C(F)(F)F)NC(=O)N(C3CCCC3)C2=O)cc1 (stereo not drawn)
-11,8,0,-1,-8,-4,-8,0,-1,14,CS(=O)(=O)Nc1cccc(C2=NN(C(=O)c3ccc(F)cc3)C(c3cccs3)C2)c1 (stereo not drawn)
0,5,4,0,14,4,3,4,-13,-2,S=C(Nc1ccccn1)NC1CCCC1
2,3,-1,2,7,6,1,3,-8,3,Cn1c(SCc2cccnc2)nnc1-c1c[nH]c2ccccc12
4,0,0,1,-7,12,5,0,2,2,CCCC(=O)NC1=C(C#N)C2(CCCCC2)Cc2ccccc21
3,-2,-6,-1,6,1,-10,-1,5,14,CCn1cnc2sc(C(=O)Nc3ccccc3OC)c(C)c2c1=O
3,2,-3,9,11,7,-3,0,-5,-2,Cc1ccc(C)c(NC(=O)CSc2nnc(-c3n[nH]c4ccccc34)o2)c1
4,-107,-31,2,13,1,-400,-302,-2,4,COc1ccc(-c2sc3ccc(N4CCOCC4)cc3c2C#CC2(O)CCCCC2)cc1
1,0,-2,9,13,1,0,-1,2,-4,CC(=O)/C(=C\Nc1ccc(OCc2ccccc2)cc1)c1ccccc1
-6,-4,-1,-3,-3,-3,-3,0,9,1,O=C(CN1C(=O)C(=O)N(C2CCCC2)C1=O)NCCc1ccc(Cl)cc1Cl
-7,1,-3,-8,-12,7,-7,0,-2,-16,O=C(CCCn1c(=O)c2cccn2c2cccnc21)NCCc1ccc(Cl)cc1
-5,-1,2,3,1,-9,-3,-3,4,-11,COc1ccccc1Nc1nc(N)nc(CN2CCCCCC2)n1
-5,6,1,6,11,-10,-4,0,3,-4,O=C(CSc1nnnn1Cc1ccccc1)Nc1cccc(F)c1
-1,-7,-3,-3,2,4,-4,-2,-1,-5,C[C@@H]1CCCCO[C@@H](CN(C)C(=O)C2CCCCC2)[C@@H](C)CN([C@H](C)CO)C(=O)c2cc(NC(=O)NC3CCCCC3)ccc2O1
0,3,-2,4,4,-2,-8,-1,3,7,Brc1ccccc1Cn1cnc2ccccc21
2,-44,-13,-1,x,x,-120,-90,1,3,COc1ccnc(CS(=O)c2nc3ccc(OC(F)F)cc3[nH]2)c1OC (stereo not drawn)
2,i,-381,4,10,-11,i,-375,-3,1,CNc1ccccc1C(=O)OC(C)C(=O)Nc1ccc(S(=O)(=O)N2CCCC2)cc1 (stereo not drawn)
2,-20,-12,-2,3,11,-33,-19,0,-7,Cc1cc(C(=O)CSc2nnc3ccccn23)c(C)n1-c1ccccc1
7,-10,-1,0,0,-10,-4,3,0,9,COCCNC(=O)C(c1ccc(F)cc1)N(CCOC)C(=O)CCC(=O)Nc1nccs1 (stereo not drawn)
3,3,-2,-7,-1,3,-1,1,4,12,COC(=O)c1c(C)nc(C)c(C(=O)OC)c1-c1ccc(OC)c(OC)c1
4,6,0,-7,4,-9,3,1,-3,7,Cc1onc(-c2ccccc2)c1C(=O)NCC1CCN(C(=O)C(=O)c2cccs2)CC1
-1,-10,0,1,-8,-4,-7,0,2,11,COc1ccccc1C(=O)Nc1ccc(C(=O)N2CCCCC2)cc1
1,-7,-5,3,1,2,-2,0,5,-2,CCN(c1ccccc1)S(=O)(=O)c1ccc(C(=O)OC(C)C(=O)NCCC2=CCCCC2)cc1 (stereo not drawn)
4,-2,-3,2,-3,-11,-10,1,6,-10,CC1CCC2C(=O)N(c3cccc(C(=O)Nc4ccccc4Cl)c3)C(=O)C2C1 (stereo not drawn)
-1,-3,0,7,2,-5,0,-1,3,1,COC(=O)c1ccc2c(=O)[nH]c(CSc3nc(-c4ccc(F)cc4)cs3)nc2c1
-16,-49,-19,-3,9,-6,-112,-74,-8,7,N#CSC(c1ccccc1)c1nc2ccccc2[nH]c1=O (stereo not drawn)
10,-7,-2,-4,-2,4,-2,-2,1,0,O=[N+]([O-])c1cc(C=NN2CCCCCC2)ccc1Cl
-6,14,4,3,4,15,3,5,-6,-18,O=C(O)CCN(CC(=O)c1ccc(Cl)cc1)S(=O)(=O)c1ccc([N+](=O)[O-])cc1
0,4,2,-11,-3,-2,-3,1,0,-7,CCOC(=O)c1c(C(C)(C)C)oc2ccc(OCC#N)cc12
-4,-9,-4,-6,1,9,0,1,-6,3,CN1C(=O)[C@H]2[C@@H](C3CC3)N3C(=O)CN(Cc4ccccn4)C(=O)[C@@]3(Cc3ccccc3)[C@H]2C1=O
1,-3,-3,0,12,-7,-12,-1,3,15,CC(C)Nc1nnc(SCC(=O)Nc2sccc2C#N)s1
3,1,-5,2,-7,-15,1,3,-1,11,C=CCc1c(O)nc(SCC(=O)c2ccccc2)[nH]c1=O
-1,3,-2,7,5,-6,0,1,10,-7,O=C(Nc1nccs1)c1cnccn1
-1,-3,0,-5,10,-1,3,1,-6,-5,CN1CCC(N(C)C(=O)/C(C#N)=C\c2ccc(OC(F)F)cc2)CC1
7,i,-275,-8,2,12,-405,-318,0,-10,CC1=CC(=O)Nc2ncccc2O1
-2,-3,2,4,-6,-4,4,-1,-7,-13,COc1ccccc1CNC(=O)CSc1ccc(C(=O)Nc2ccccc2OC)cc1[N+](=O)[O-]
-1,3,0,-6,-20,4,-3,4,-3,-5,CCOC(=O)c1c(NC(=O)COC(=O)c2cnccn2)sc(C(=O)NC)c1C
9,-1,-1,-5,-8,-15,1,1,-3,7,Cc1ccc2c(c1)N(CC(=O)NCc1cccs1)C(=O)C(C)O2 (stereo not drawn)
-5,-3,-2,1,3,-16,1,1,2,13,N/C(=N\c1nc2c(c(=O)[nH]1)CCCC2)Nc1ccccc1
0,10,-3,-1,-8,-4,-1,3,2,5,COc1ccc(CCN(C)C(=O)C23CC4CC(CC(Cl)(C4)C2)C3)cc1OC
1,24*,12*,1,13,-9,7,5,-9,-18,C=CCC[C@H](Cc1ccc(F)cc1)C(=O)OC[C@H](Cc1c[nH]c2ccccc12)NC(=O)[C@H](CC=C)CC(=O)N(CCO)Cc1ccccc1
-4,-3,2,1,6,4,-4,-2,0,0,COCc1cc(C)nc(OCC(=O)N/N=C/c2ccccc2)c1C#N
-1,-3,-2,4,0,-3,7,1,0,-1,CCN(CC)CCN(C)Cc1ccc(Br)cc1
-5,-13,-6,0,6,0,-2,-1,-4,-3,Cc1snc(SCC(=O)N/N=C(\N)COc2cccc(C(F)(F)F)c2)c1C#N

(further entries)
SIAE inh,ADAM10 inh,ADAM17 inh,Tn6 DDE FP,ARFGAP1 inhibitor,ASAP1 inh,PLC-beta3 inh,PLC-gamma1 inh,DDE Tn7 FP inh,TDP2 absorb,Structure
26*,0,-1,-8,-8,-9,-4,0,2,-5,Cc1ccc(Nc2nc(/N=C/NO)n[nH]2)cc1C
-4,-9,-5,-5,0,11,-6,-1,3,-1,C#Cc1cccc(-n2nnc(C(C)=O)c2C)c1
3,5,1,2,-5,-16,4,2,13,1,C/C(=N/OCO/N=C(\C)c1ccccc1)c1ccccc1
-13,1,-2,0,5,12,-46,-22,-2,1,COc1ccc(C(=O)CSc2[nH]c(=O)cc(C(F)(F)F)c2C#N)cc1
-3,-2,-2,-6,-8,4,-1,2,6,-8,O=C(Nc1ccc(CN2CCCCC2)cc1)c1cc(Br)ccc1Cl
-3,-3,-5,-2,0,-2,0,-1,3,1,COc1ccc(OCC(=O)Nc2ncc3c(n2)CC(C)(C)CC3=O)cc1
-20,8,5,1,10,-11,1,-1,2,3,COC(=O)c1ccccc1NC(=S)N(Cc1ccc2c(c1)OCO2)Cc1cc2ccc(OC)cc2[nH]c1=O
1,-7,-5,-6,2,-17,1,-2,1,13,CC(C)C(NC(=O)C12CC3CC(CC(C3)C1)C2)C(=O)O (stereo not drawn)
4,-7,-3,0,-12,-18,-3,-1,-3,10,Oc1ccccc1CN1CCCC(N2CCc3ccccc3C2)C1 (stereo not drawn)
-3,-473,-169,0,1,21,-69,-48,6,-11,O=C(O)C1CCN(C(=O)COc2ccc3c4c(c(=O)oc3c2)CCC4)CC1

Three neighbouring compounds from above, quoted:
SIAE inh,ADAM10 inh,ADAM17 inh,Tn6 DDE FP,ARFGAP1 inhibitor,ASAP1 inh,PLC-beta3 inh,PLC-gamma1 inh,DDE Tn7 FP inh,TDP2 absorb,Structure
-4,-9,-5,-5,0,11,-6,-1,3,-1,C#Cc1cccc(-n2nnc(C(C)=O)c2C)c1
3,5,1,2,-5,-16,4,2,13,1,C/C(=N/OCO/N=C(\C)c1ccccc1)c1ccccc1
-13,1,-2,0,5,12,-46,-22,-2,1,COc1ccc(C(=O)CSc2[nH]c(=O)cc(C(F)(F)F)c2C#N)cc1
